MEKK2 mut-MEK5 – signal of MEK5 binding to mutant human MEKK2 PB1 domain. AID 1530. percent response, % at 10 µM. bead flow cytometry, Alexa488-MEK5 binding to MEKK2 mutant. 290,000 tested, 0.35% active; in the data active = percent response above about 24%, passing the limit was not always enough; note: inactives centre near 1; some results filed as inactive read as strong as hits
GPR7 antag – blocks human GPR7 receptor signaling; 290,000 tested, 1.1% active; GPR7-expressing cells, fluorescence antagonist assay; inhibition, % at 4.4 µM; AID 1861; in the data active = inhibition above about 16%, passing the limit was not always enough;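 note: cells stimulated with the agonist NPW; 0% = agonist with vehicle and 100% = vehicle without agonist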
Target sequence (P48145 whole entry, looked up): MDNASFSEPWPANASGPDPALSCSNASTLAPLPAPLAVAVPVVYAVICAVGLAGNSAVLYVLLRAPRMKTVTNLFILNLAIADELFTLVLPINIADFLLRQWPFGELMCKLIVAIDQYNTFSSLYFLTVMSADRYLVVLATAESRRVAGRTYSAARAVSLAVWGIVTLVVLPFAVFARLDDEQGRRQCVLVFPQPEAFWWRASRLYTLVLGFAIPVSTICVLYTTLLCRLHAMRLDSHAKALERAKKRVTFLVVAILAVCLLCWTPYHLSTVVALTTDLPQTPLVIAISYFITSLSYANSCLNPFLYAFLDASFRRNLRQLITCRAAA
MEKK2 WT-MEK5 – raises or lowers MEK5 binding to wildtype human MEKK2 PB1 domain; binding response (% of control), % at 10 µM; bead flow cytometry, Alexa488-MEK5 binding to MEKK2 WT; actives lie on both sides; 290,000 tested, 1.1% active; AID 1531; in the data active = binding response below about 67% or above about 130%
OXTR potentiate – potentiates the human oxytocin receptor response; activation, % at 3 µM; 320,000 tested, 0.061% active; CHO-OTR cells, Fluo-8 calcium fluorescence, potentiator mode; 0% = oxytocin EC15, 100% = EC100; P30559;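 active = activation above that plate's cutoff, the mean activation of tested compounds plus 3 SD, cut at about 6.6% in these data, passing the limit was not always enough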;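 note: 100% uses oxytocin at 75 nM as the full agonist control; some results filed as inactive read as strong as hits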
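Material: human OTR in CHO cells. Compound: 3.0 µM, one dose. Timing: compound 6 min at room temperature before oxytocin, 100 s read. Evaluation: % activation of max/min ratio relative to oxytocin controls. Replication: single well per compound, singlicate. Signal: Fluo-8 calcium dye fluorescence.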
OXTR ag – activates the human oxytocin receptor. activation, % at 3 µM. AID 2435. 320,000 tested, 0.32% active. CHO-OTR cells, Fluo-8 calcium fluorescence; normalized: DMSO 0%, oxytocin 100%;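 active = activation above the mean of all tested compounds plus 3 SD, cutoff set per screening run, cut at about 20% in these data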;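 note: peak over basal fluorescence ratio from a 100 s FLIPR kinetic read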
NALP1 inh – NALP1 inhibition | S. cerevisiae NALP1/ASC/caspase-1 growth, X-gal OD620, 72 h | inhibition, % at 10 µM | 280,000 tested, 0.61% active | AID 2071; in the data active = inhibition mostly above about 24%, no sharp cut-off; inactive = mostly below about 32%; note: some compounds called inactive have numbers as strong as hits
GalR3 antagonist – antagonists of human GalR3; O60755; HEK293 GalR3-CNG cAMP membrane potential fluorescence; galR3 body fused to GalR1 C-terminus; inhibition, % at 3 µM; 360,000 tested, 0.44% active; AID 651719;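 active = inhibition above the screen-wide average plus 3 SD, cut at about 13% in these data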;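 note: forskolin and galanin both at EC90 stimulate the cells; cAMP rise reported by CNG channel membrane potential dye signal; 0% = forskolin plus galanin with DMSO and 100% = forskolin alone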
Target sequence (O60755 1-299 limits assumed): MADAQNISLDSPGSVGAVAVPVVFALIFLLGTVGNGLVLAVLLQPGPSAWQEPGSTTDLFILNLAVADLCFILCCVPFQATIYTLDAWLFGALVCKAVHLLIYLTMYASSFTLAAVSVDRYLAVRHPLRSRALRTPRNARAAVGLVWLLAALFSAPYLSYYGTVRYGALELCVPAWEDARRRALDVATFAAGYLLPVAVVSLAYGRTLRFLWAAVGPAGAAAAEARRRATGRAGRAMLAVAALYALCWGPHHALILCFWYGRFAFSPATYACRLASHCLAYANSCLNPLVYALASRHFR
PfM18AAP inh – blocks P. falciparum M18 aspartyl aminopeptidase; recombinant PfM18AAP, H-Glu-NHMec fluorogenic cleavage; inhibition, % at 7.35 µM; 290,000 tested, 1.2% active;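 active = inhibition above the campaign mean inhibition over all tested compounds plus 3 SD, cut at about 28% in these data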;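 note: 0% = plate median of test compound wells and 100% = 2 mM ZnCl2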
V1R ag counter – activates human V1a receptor in oxytocin agonist counter-screen; activation, % at 3 µM; P37288; CHO-V1R cells, Fluo-8 calcium fluorescence, agonist mode; 0% DMSO, 100% 3 nM vasopressin; 320,000 tested, 0.25% active;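 active = activation above the mean activation of all tested compounds plus 3 SD, per screening run, cut at about 20% in these data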;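 note: signal is peak over basal fluorescence ratio across a 100 second FLIPR read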
Target sequence (P37288 whole entry, looked up): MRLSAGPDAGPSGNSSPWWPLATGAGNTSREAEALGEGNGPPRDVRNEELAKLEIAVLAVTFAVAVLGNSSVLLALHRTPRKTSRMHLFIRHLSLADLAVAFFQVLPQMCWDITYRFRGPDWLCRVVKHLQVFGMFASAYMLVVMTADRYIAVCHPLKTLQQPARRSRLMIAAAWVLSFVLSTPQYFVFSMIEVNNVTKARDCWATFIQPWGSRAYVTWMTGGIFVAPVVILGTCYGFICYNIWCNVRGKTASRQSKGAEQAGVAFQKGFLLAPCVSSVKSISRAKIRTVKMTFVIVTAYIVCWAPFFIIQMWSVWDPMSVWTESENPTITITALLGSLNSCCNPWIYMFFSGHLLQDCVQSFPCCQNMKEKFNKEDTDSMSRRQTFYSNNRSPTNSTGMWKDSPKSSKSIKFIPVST
The depositor's hits bear a star; / = no result given. This is a random part of the collection, and some 4.1% of all compounds hit somewhere here.

nr | smiles | MEKK2 mut-MEK5 | GPR7 antag | MEKK2 WT-MEK5 | OXTR potentiate | OXTR ag | NALP1 inh | GalR3 antagonist | PfM18AAP inh | V1R ag counter
1 | NC(=O)C1CCCN(CC(=O)Nc2cc(S(=O)(=O)N3CCOCC3)ccc2N2CCCC2)C1 (stereo unspecified) | / | / | / | -2 | -0.4 | / | -7 | / | -0.3
2 | Oc1ccc(C[C@@H]2CNCCN2CCCCC2CCCCC2)cc1 | / | / | / | -11 | 9.2 | / | 0 | / | 7.8
3 | Cc1ccc(OCc2cnc(Cl)s2)c(C)c1 | 3 | -5 | 103 | 1 | -1.4 | 14 | 2 | -3 | -0.5
4 | Cc1cc(NC(=O)OC2CCCCC2)ccc1[N+](=O)[O-] | 2 | 2 | 94 | -10 | -0.9 | -4 | -8 | 3 | 2.5
5 | Cc1ccccc1OCC(=O)NCCC1=CCCCC1 | -4 | -3 | 95 | 3 | -2.9 | 26 | 1 | -7 | -1.3
6 | CCC(CC)c1nc(C(N)=O)c2[nH]c(=O)n(-c3ccc(OC)c(OC)c3)c2n1 | -7 | -14 | 93 | -3 | 1.4 | 26 | -3 | 14 | 0.1
7 | CCC(C)N(C)C1CCN(C(=S)Nc2cccc(OC)c2)CC1 (stereo unspecified) | -3 | -9 | 96 | 0 | 0.9 | 4 | -6 | -4 | -0.6
8 | Cn1c(SCC(=O)Nc2nccs2)nnc1-c1ccc(S(=O)(=O)N2CCCC2)cc1 | -3 | -1 | 96 | -2 | -1.3 | 4 | -7 | -4 | -0.1
9 | COc1ccc(-c2nnc(NC(=O)CSc3ccc(Cl)cc3)s2)cc1OC | -1 | -5 | 102 | -5 | -0.9 | 21 | 5 | -2 | 2.0
10 | COc1cc(S(=O)(=O)NCCc2ccc3c(c2)OCO3)ccc1-n1cnnn1 | 0 | -7 | 97 | -4 | 0.5 | 20 | -3 | 1 | 1.8
11 | COc1ccc(-c2nnc(SCC(=O)N3CCCC3)o2)c(OC)c1 | 4 | -5 | 102 | -12 | -0.2 | -57 | -3 | -7 | 0.4
12 | Cc1cc2c(c(CO)c1CCO)C(=O)[C@@H](C)[C@@H]2O | / | / | / | -8 | 1.8 | / | 0 | / | 1.6
13 | CN(C)c1cccc(O)c1 | / | / | / | -4 | 2.0 | / | -2 | / | 1.6
14 | O=S(=O)(c1cccc(NC(=S)N2CCN(c3ccc(F)cc3)CC2)c1)C(F)F | -1 | 0 | 102 | -18 | 8.2 | 26 | -3 | 1 | 10
15 | CCOc1ccc2c(c1)C(=O)C(=O)N2CC1COc2ccccc2O1 (stereo unspecified) | -2 | 25 | 99 | -16 | 0.9 | 11 | -7 | 10 | 2.5
16 | CCCCNCC(=O)Nc1sc(C)c(C)c1C(=O)OCC | -2 | -12 | 102 | -4 | -2.3 | 19 | -1 | 2 | -0.5
17 | Cc1c(C(=O)O)oc2ccc(S(=O)(=O)N3CCCC3)cc12 | -1 | 4 | 99 | -8 | 0.3 | 0 | -6 | -6 | 1.7
18 | CCOc1ccccc1NS(=O)(=O)c1ccc2c(c1)NC(=O)CCS2 | 3 | 8 | 102 | -7 | 6.5 | -9 | -3 | -5 | 9.2
19 | O=C(NN1C(=O)/C(=C/C=C/c2ccco2)SC1=S)c1ccncc1 | -12 | 9 | 97 | 3 | 2.4 | / | 0 | 11 | 0.2
20 | CCCCN1C(=O)/C(=c2\sc3nc(=O)c(-c4ccccc4)nn3c2=O)c2ccccc21 | 6 | 3 | 103 | 1 | 0.0 | 15 | -1 | -38 | -0.4
21 | Cc1ccc2[nH]c(=O)c(CN(CCCN(C)C)C(=O)Nc3ccc(Cl)cc3)cc2c1 | 13 | 15 | 130 | 5 | 0.5 | 21 | -7 | 4 | 0.4
22 | Cc1cc(C)nc(-n2nc(C)cc2NC(=O)c2cccc(S(=O)(=O)N(C)C)c2)n1 | 2 | / | 101 | -12 | 0.3 | 4 | / | / | 0.5
23 | CCCOc1ccc(C(=O)NNC(=O)CCNC(=O)c2ccco2)cc1OC | / | / | / | -2 | 2.3 | / | 0 | / | 13
24 | Cc1ccc(S(=O)(=O)N2CCN(C(=O)COC(=O)c3ccc(O)cc3)CC2)c(C)c1 | / | / | / | -16 | 7.8 | / | -5 | / | 4.7
25 | O=C(Nc1ccccn1)c1ccc(C(=O)c2ccccc2)cc1 | / | / | / | -9 | 0.6 | / | -7 | / | 3.0
26 | c1ccc(CN2CCN(c3cnc4ccccc4n3)CC2)cc1 | 4 | -6 | 101 | -16 | 0.6 | 2 | -8 | 7 | 2.9
27 | CCOC(=O)Nc1ccc([N+](=O)[O-])cc1OC | 1 | -3 | 91 | -17 | -1.1 | / | -5 | -15 | -0.6
28 | COc1ccc(-n2c(/C=C3\C(=O)N(C)c4ccccc43)nc3ccccc3c2=O)cc1 | -2 | -8 | 99 | 7 | -0.7 | / | 2 | -8 | 0.3
29 | Cc1ccc(S(=O)(=O)NCC(=O)N(CC(=O)NCC2CCCO2)Cc2ccccc2)cc1 (stereo unspecified) | -11 | -8 | 98 | -16 | -0.9 | -1 | 3 | 4 | -0.1
30 | O=C1CC(=O)Nc2cc(S(=O)(=O)N3CCN(c4ccc([N+](=O)[O-])cc4)CC3)ccc2N1 | 1 | 4 | 102 | -9 | 0.2 | 10 | -6 | 8 | -0.3
31 | Cn1nc(C(F)(F)F)c(CN2CC(C)(C)C2=O)c1N1CCOCC1 | -4 | -12 | 97 | -2 | 0.3 | -6 | 1 | -2 | 0.4
32 | O=C(Cc1ccc(Br)cc1)Nc1ccc(Cl)cc1 | 10 | -22 | 104 | -5 | 1.0 | -2 | -6 | 1 | 4.0
33 | C=C(C)CNC(=S)N1CCNC(=O)C1CC(=O)OC (stereo unspecified) | -1 | -6 | 101 | -4 | 1.0 | 28 | 1 | -3 | -0.1
34 | Cc1ccc(NC(=O)c2cnccn2)cc1 | -1 | -7 | 99 | 3 | -0.9 | 8 | -5 | 0 | 0.0
35 | O=C(NCCc1ccc(Cl)cc1)C1CCN(S(=O)(=O)N2CCCCC2)CC1 | 5 | -1 | 102 | -9 | 5.3 | -37 | / | 7 | 3.8
36 | CCC(=O)NCCNc1nc2cc(C)c(C)cc2cc1C#N | -2 | -8 | 97 | -7 | -2.4 | -16 | -2 | -3 | 0.3
37 | COc1ccccc1CN1C(=S)SC(C)(C)C1NO (stereo unspecified) | -7 | -10 | 89 | -5 | -0.6 | 8 | -2 | -5 | 0.0
38 | Cc1ccccc1C(=O)c1c[nH]c(C(=O)NCCc2ccccn2)c1 | 2 | 3 | 100 | 2 | 0.2 | 4 | -4 | -1 | 1.4
39 | Cc1[nH]n(-c2ccccc2)c(=O)c1N=Nc1cccc(Cl)c1 | 3 | 12 | 103 | -15 | 0.6 | 14 | -4 | 3 | 1.0
40 | Cc1n[nH]c(=O)nc1NCc1ccc(Cl)cc1 | 5 | -14 | 108 | -9 | -0.8 | 13 | -2 | -12 | 1.2
41 | Brc1ccc(OCCOCCN2CCOCC2)cc1 | -3 | 9 | 99 | -5 | -1.1 | 7 | -3 | 0 | 1.2
42 | Cc1ccc(C(=O)NCCCNCCCNC(=O)c2ccc(C)nc2)cn1 | 9 | -8 | 105 | -4 | -0.1 | -85 | -3 | 2 | 0.8
43 | COc1ccc(CC(=O)Nc2ccc3nc(C)sc3c2)cc1OC | 6 | -1 | 107 | -5 | 0.8 | / | -3 | -1 | 2.1
44 | Cc1ccc(-n2c(=O)c(C#N)cc3c(=O)n4cccc(C)c4nc32)cc1 | 3 | 3 | 104 | -4 | -0.3 | 37* | -3 | 7 | -0.1
45 | CCc1c(C)nc(SCC(=O)N2CCN(c3ccccc3OC)CC2)[nH]c1=O | -1 | -7 | 112 | -7 | -0.6 | -4 | -8 | 3 | 1.3
46 | C/C(CCC(C)C)=N\NC(=O)COc1ccccc1-c1ccccc1 | -2 | -4 | 99 | / | / | 14 | 8 | -4 | /
47 | COc1cc(C(=O)NCc2ccco2)cc(OC)c1OC | 1 | 14 | 98 | -11 | -0.2 | 11 | 0 | -3 | -0.2
48 | O=C(COC(=O)CN=C1NS(=O)(=O)c2ccccc21)Nc1ccccc1OC(F)F | -6 | 9 | 85 | -18 | -0.6 | -6 | -3 | -9 | -0.8
49 | Cc1ccc2nc(-c3ccc(-c4ccccn4)s3)cn2c1 | -1 | -4 | 98 | -5 | 0.9 | / | -4 | 2 | -0.3
50 | Cc1nc(SCc2nc3ccc(C(F)(F)F)cc3[nH]2)c2oc3ccccc3c2n1 | / | / | / | -9 | 0.8 | / | -3 | / | 2.2
51 | CCOc1cc(Br)c(C(C)NC(=O)c2cccnc2)cc1OCC (stereo unspecified) | / | / | / | -11 | 0.3 | / | -5 | / | 1.8
52 | Cc1cccc(N2CCN(C(=O)c3nn(C)c4c3CS(=O)(=O)c3ccccc3-4)CC2)c1C | 2 | -10 | 97 | -10 | 0.8 | -8 | -8 | 6 | 2.7
53 | CC1Oc2cc3oc4c(O)c5c(cc4c(=O)c3c(O)c2C1(C)C)C=CC(C)(C)O5 (stereo unspecified) | 3 | / | 101 | -4 | 0.4 | / | / | / | 1.0
54 | CCOC(=O)N1CCC(NS(=O)(=O)c2ccc(C)c(Cl)c2)CC1 | -3 | -7 | 97 | -8 | 2.4 | 2 | -2 | -12 | 2.5
55 | CCOC(=O)c1c(NC(=O)COc2ccc3ccc(=O)oc3c2)sc(C(=O)N(C)C)c1C | 2 | -5 | 105 | -14 | 1.2 | 19 | 2 | -6 | 0.5
56 | C[C@H](NC(=O)c1ccc(Cl)cc1)C(=O)NCCc1ccc(S(N)(=O)=O)cc1 | 5 | -18 | 102 | -12 | -1.1 | -7 | -3 | -3 | 0.8
57 | Cc1c(C(=O)O)cccc1-n1c(C)cc(/C=C(/C#N)C(=O)NCc2ccccc2)c1C | -3 | 5 | 93 | 2 | 0.8 | 3 | -3 | 3 | 0.7
58 | CC(C)(C)OC(=O)C[C@H]1C/C=C\C[C@@H](CC(=O)NCCO)C(=O)NC[C@H](c2ccccc2)OC1=O | / | / | / | -5 | 0.1 | / | -6 | / | 0.9
59 | Cc1ccc(Cl)cc1N1CCN(C(=O)CNC(=O)c2ccc(Br)o2)CC1 | / | / | / | -8 | 3.5 | / | -8 | / | 2.1
60 | CNC(=O)c1cc2c(s1)-c1ccccc1CC2 | 1 | 11 | 95 | -3 | -2.4 | 18 | -7 | -5 | -0.8

(further entries)
nr | smiles | MEKK2 mut-MEK5 | GPR7 antag | MEKK2 WT-MEK5 | OXTR potentiate | OXTR ag | NALP1 inh | GalR3 antagonist | PfM18AAP inh | V1R ag counter
61 | O=C(COC(=O)c1ccco1)NC(c1ccccc1)c1ccccc1 | 1 | -14 | 98 | -9 | -1.8 | -5 | -2 | -6 | -1.2
62 | CC(C(=O)Nc1ccccc1C(F)(F)F)N1CCN(C)CC1 (stereo unspecified) | 2 | 1 | 105 | -1 | 0.7 | 1 | 0 | -5 | 0.1
63 | CC(=O)N1CCc2cc(S(=O)(=O)CCC(=O)N3CCN(c4ccccn4)CC3)ccc21 | 5 | -11 | 104 | -5 | -0.2 | 10 | -6 | -7 | -0.3
64 | O=C(CC(=O)Nc1ccc(Br)cc1)Nc1ccc(Br)cc1 | -7 | 2 | 98 | -8 | -0.1 | 2 | -7 | -2 | 0.9
65 | CCC(=O)N1CCc2cc(Br)cc(S(=O)(=O)C3(C(=O)OC)CC3)c21 | 21 | -15 | 106 | 0 | -0.9 | 9 | -2 | -3 | 0.5
